High-throughput results as filed in PubChem BioAssay.
All columns: NCI-60 one-dose screen, growth in % after 48 h at 10 µM unless noted; 100 = growth as untreated, 0 = no growth, -100 = all killed.
SN12C: SN12C renal cancer cells | 81,000 tested, 3.8% active | AID 1794767
UO-31: UO-31 renal cancer | 81,000 tested, 5.2% active | AID 1794768
ACHN: ACHN renal cancer; 81,000 tested, 4.9% active; AID 1794771
NCI/ADR-RES: NCI/ADR-RES ovarian cells. 81,000 tested, 4.4% active
IGROV1: IGROV1 ovarian cancer. 79,000 tested, 4.7% active
786-0: 786-0 renal cancer cells. 81,000 tested, 5.1% active
CAKI-1: CAKI-1 renal cancer; 75,000 tested, 4.7% active
TK-10: TK-10 renal cancer cells | 81,000 tested, 3.9% active | AID 1794769
* = called active by the depositor; . = not tested or not shown; & = joins results of further samples; [ ] = remark or other dose. The calls were made as follows: active = growth percent below 10; inactive = the rest.

SMILES	SN12C	UO-31	ACHN	NCI/ADR-RES	IGROV1	786-0	CAKI-1	TK-10
C=C(C)[C@@H]1CC[C@]2(C#N)CC[C@]3(C)[C@H](CC[C@@H]4[C@@]5(C)CCC(=O)NC(C)(C)[C@@H]5CC[C@]43C)[C@@H]12	102	102	103	93	111	102	96	106
CCCCN(CCCC)c1ccc(C(=NC(C)CCCN(CC)CC)c2ccc(N(C)C)cc2)cc1 (configuration not stated)	.	-88*	-41*	-51*	.	-86*	-5.3*	-8.8*
COc1ccc(NC(=O)C(O)c2ccccc2)cc1 (configuration not stated)	106	95	116	116	118	104	99	98
CCOC(=O)c1cncc(C(=O)OCC)c1	97	90	101	104	102	101	100	89
CCN(CC)C(=O)c1cccc(N)c1	102	92	115	118	105	101	89	110
COc1ccc(-c2cc(-c3cccc4ccccc34)c(C#N)c(=O)[nH]2)cc1S(N)(=O)=O	117	87	106	108	132	96	91	91
Oc1ccc(Cc2ccccc2)c2cccnc12	20	-14*	11	0.1*	-4.7*	-1.4*	-6.2*	9.2*
O=C(O)/C=C/c1ccco1	105&96	88&93	110&116	105&111	107	106&102	93&101	109&106
COC(=O)c1nc(=S)[nH]c(C(=O)OC)c1C(=O)c1ccc2ccccc2c1	97	81	101	106	98	114	86	109
O=C1/C(=C/c2cc(Br)cc(Br)c2)Cc2cc3c(cc21)OCO3	94	74	92	98	74	96	71	184
O=C(N/N=C/c1cccc2ccccc12)c1cccnc1	110	90	101	103	94	95	93	112
O=C(Nc1c(Cl)cccc1Cl)OCc1ccc2c(c1)OCO2	100	96	92	103	97	98	105	101
CC1=C(c2cc(-c3ccc(N(C)C)cc3)nc(=S)[nH]2)C(c2ccccc2)NC(=S)N1 (configuration not stated)	102	72	97	103	93	104	89	119
NC1=C(O)C(=O)C(c2ccc3c(c2)CCC3)O1 (configuration not stated)	96	.	110	103	106	102	83	113
CCC1=CCC[C@@]2(C)CCC[C@@]3(C)CCCC(C)(C)[C@]1([O-])[O+]32	106	100	105	106	105	98	95	109
N#CC1=C(N)OC2=C(C(=O)c3ccccc3C2=O)C1c1ccsc1 (configuration not stated)	101	81	99	104	108	110	94	127
CCCCCCCCCCCCCCCC[N+]1(C)CCCC1c1cccnc1 (configuration not stated)	45	91	86	88	42	53	93	50
Cc1cc(C)nc(NC(N)=NCCc2ccccc2)n1	45	69	47	86	40	50	94	76
Fc1ccc(/C=N/Nc2ncnc3sc4c(c23)CCN(Cc2ccccc2)C4)cc1	71	30	72	59	45	75	57	98
Cc1ccc(-n2c(-c3cc4ccccc4nc3Cl)noc2=O)c(C)c1	.	50	72	67	78	76	47	90
COC(=O)C12C3C(=O)N(Cc4ccc5c(c4)OCO5)C(=O)C3C(c3cn(-c4ccccc4)nc3-c3ccccc3)N1[C@H](c1cn(-c3ccccc3)nc1-c1ccccc1)[C@@H]1C(=O)N(Cc3ccc4c(c3)OCO4)C(=O)[C@@H]12 (some centres not stated)	98	99	86	105	111	102	96	108
Oc1ccc(-c2[nH]c3ccccc3c2-c2nc3ccccc3o2)cc1	84	41	52	32	53	75	64	85
O=C1C=CC(Nc2ccccc2[N+](=O)[O-])C1Nc1ccccc1[N+](=O)[O-] (configuration not stated)	37	.	-96*	-27*	86	-77*	-24*	-45*
NC(CCC(=O)NC(CS)C(=O)NCC(=O)O)C(=O)O (configuration not stated)	108	86	104	107	98	109	100	154
CC(C)Cc1ccc(C(C)C(=O)Nc2ccc(-c3cc(=S)ss3)cc2)cc1 (configuration not stated)	84	61	106	69	78	91	.	92
O=S(=O)(Oc1ccc(-c2cnc3ccccc3n2)cc1)c1ccccc1	95	94	104	96	130	93	100	83
CC(c1ccccc1)C1(O)CCCC1 (configuration not stated)	101	97	104	107	104	97	95	90
CCn1c(O)c(C=Nc2ccccc2)s/c1=N/Nc1ncc(CC(=O)Nc2ccccc2C)s1	95	80	97	92	105	90	104	109
CCOc1ccc2nc(S(N)(=O)=O)sc2c1	100&97	100&106	116&102	113&100	114&112	113	110&107	126&113
CC[C@@H](CC[C@@H](C)[C@H]1CC[C@H]2[C@@H]3CC=C4CC(O)CC[C@]4(C)[C@H]3CC[C@]12C)C(C)C (some centres not stated)	.	86	110	104	102	101	94	105
NN1C(=O)c2ccc3c4c(ccc(c24)C1=O)CC3	101	80	102	.	128	101	.	98
NC(=S)N/N=C/C(F)(F)F	108	75	107	116	108	109	.	113
CC(CC(=O)c1ccccc1)=NCC(O)CN=C(C)CC(=O)c1ccccc1 (configuration not stated)	95	78	105	100	.	101	97	122
OC(COc1cccc2ccccc12)CN1CCN(c2ccccc2)CC1 (configuration not stated)	99	82	104	98	122	94	47	104
COc1cc2c(cc1OC)C1(NCC2)C(=O)NC2C=CC=CC21 (configuration not stated)	96	76	98	101	83	95	83	99
N#Cc1c2c(nn(-c3ccccc3)c1=O)C(O)=C([N+](=O)[O-])C(c1ccccc1)C2 (configuration not stated)	90	64	74	94	51	58	82	99

Another view of part of the listing above:
The line under a structure holds: SN12C, UO-31, ACHN, NCI/ADR-RES, IGROV1, 786-0, CAKI-1, TK-10
Cc1cc(C)nc(NC(N)=NCCc2ccccc2)n1
 : 45, 69, 47, 86, 40, 50, 94, 76
Fc1ccc(/C=N/Nc2ncnc3sc4c(c23)CCN(Cc2ccccc2)C4)cc1
 : 71, 30, 72, 59, 45, 75, 57, 98
Cc1ccc(-n2c(-c3cc4ccccc4nc3Cl)noc2=O)c(C)c1
 : ., 50, 72, 67, 78, 76, 47, 90
COC(=O)C12C3C(=O)N(Cc4ccc5c(c4)OCO5)C(=O)C3C(c3cn(-c4ccccc4)nc3-c3ccccc3)N1[C@H](c1cn(-c3ccccc3)nc1-c1ccccc1)[C@@H]1C(=O)N(Cc3ccc4c(c3)OCO4)C(=O)[C@@H]12 (some centres not stated)
 : 98, 99, 86, 105, 111, 102, 96, 108
Oc1ccc(-c2[nH]c3ccccc3c2-c2nc3ccccc3o2)cc1
 : 84, 41, 52, 32, 53, 75, 64, 85
O=C1C=CC(Nc2ccccc2[N+](=O)[O-])C1Nc1ccccc1[N+](=O)[O-] (configuration not stated)
 : 37, ., -96*, -27*, 86, -77*, -24*, -45*
NC(CCC(=O)NC(CS)C(=O)NCC(=O)O)C(=O)O (configuration not stated)
 : 108, 86, 104, 107, 98, 109, 100, 154
CC(C)Cc1ccc(C(C)C(=O)Nc2ccc(-c3cc(=S)ss3)cc2)cc1 (configuration not stated)
 : 84, 61, 106, 69, 78, 91, ., 92
O=S(=O)(Oc1ccc(-c2cnc3ccccc3n2)cc1)c1ccccc1
 : 95, 94, 104, 96, 130, 93, 100, 83
CC(c1ccccc1)C1(O)CCCC1 (configuration not stated)
 : 101, 97, 104, 107, 104, 97, 95, 90
CCn1c(O)c(C=Nc2ccccc2)s/c1=N/Nc1ncc(CC(=O)Nc2ccccc2C)s1
 : 95, 80, 97, 92, 105, 90, 104, 109
CCOc1ccc2nc(S(N)(=O)=O)sc2c1
 : 100&97, 100&106, 116&102, 113&100, 114&112, 113, 110&107, 126&113
CC[C@@H](CC[C@@H](C)[C@H]1CC[C@H]2[C@@H]3CC=C4CC(O)CC[C@]4(C)[C@H]3CC[C@]12C)C(C)C (some centres not stated)
 : ., 86, 110, 104, 102, 101, 94, 105
NN1C(=O)c2ccc3c4c(ccc(c24)C1=O)CC3
 : 101, 80, 102, ., 128, 101, ., 98
NC(=S)N/N=C/C(F)(F)F
 : 108, 75, 107, 116, 108, 109, ., 113
CC(CC(=O)c1ccccc1)=NCC(O)CN=C(C)CC(=O)c1ccccc1 (configuration not stated)
 : 95, 78, 105, 100, ., 101, 97, 122

Further compounds follow.
SMILES	SN12C	UO-31	ACHN	NCI/ADR-RES	IGROV1	786-0	CAKI-1	TK-10
COc1ccc(-c2nc3sc4cc(OC)ccc4n3c2-c2nc3cc(Cl)c(Cl)cc3[nH]2)cc1	81	96	97	81	95	99	91	110
CCOC(OCC)c1nc(N)nc(N)c1-c1ccc(Cl)cc1	102	97	101	111	108	111	92	132
O=C(Nc1cccnc1Nc1ccc(F)cc1)c1cn(Cc2ccc(F)cc2)nn1	90	63	103	101	113	93	92	93
C=CCSSC1N=CNc2nc[nH]c21 (configuration not stated)	73	36	43	27	64	14	9.3*	29
S=C(Cc1ccccc1)N1CCN(c2ccccc2Cl)CC1	107	82	108	97	110	97	85	116
CCCCOc1nc2ccc(OC)cc2cc1C1CNC(=O)c2ccccc2N1 (configuration not stated)	92	78	97	109	.	97	78	97
O=C(O)CSCC(=O)Nc1cc(C(F)(F)F)ccc1Cl	102	84	106	117	112	107	89	110
CCN(CC)CCCC(C)Nc1c2ccc(C)cc2nc2ccc(OC)cc12 (configuration not stated)	43	-17*	26	64	.	33	38	15
O=C1NC(=O)C2(CCCc3c([N+](=O)[O-])cccc32)N1 (configuration not stated)	103	90	104	105	116	101	103	114
Cc1cc(C)c2c(N)c(C(=O)Nc3ccc(C(F)(F)F)cc3)sc2n1	72	69	62	61	70	68	69	105
O=c1[nH]nnc2ccccc12	98	80	109	105	104	89	103	94
CC1CCC(C)N1CCCCN1C(C)CCC1C (configuration not stated)	98	85	104	100	100	101	87	97
CSC(=S)NN	96	96	109	107	123	111	123	104
COc1ccc(-c2nnc(SCC(=O)Nc3nc(-c4ccccc4)cs3)o2)cc1OC	87	72	81	93	88	86	73	96
CCCOC(=O)CC(CC(=O)OCCC)C(=O)OCCC	107	79	100	107	101	101	113	104
N#CCCN(CCO)c1ccccc1	98	90	106	112	103	96	.	94
CC(N)C(Cc1ccc(Cl)cc1)c1ccccc1 (configuration not stated)	88	84	89	88	89	75	93	79
CSc1nnc(-c2cnn(CC(O)c3ccccc3)c2N)n1-c1ccccc1 (configuration not stated)	97	88	102	100	101	103	107	110
Cc1ccc(NC(=O)Cn2nncc2COc2ccc3ccccc3c2C=O)cc1	95	69	90	83	85	97	86	114
Cc1cc(NC(=O)COC(=O)c2cccc(Oc3ccccc3)c2)no1	105	81	97	103	.	96	122	111
CN(C)CCOc1nc2c3cccnc3cc(-c3cccc(Cl)c3)c2c2ncccc12	.	38	6.5*	19	31	22	28	28
CC(C)C(NC=O)C(=O)O (configuration not stated)	109	80	94	99	.	95	97	101
CS(=O)(=O)Nc1cc(-c2ccc3ncc(C#N)c(NCc4ccccc4F)c3c2)cnc1Cl	17	4.7*	11	25	-29*	11	-8.1*	-11*
CCOc1cc(CN2CCOCC2)c(O)c(CN2CCOCC2)c1	101	90	101	103	104	104	91	105
Cn1cc(C(=O)c2nc(-c3cn(C)c4ccc(F)cc34)no2)c2cc(F)ccc21	92	63	94	102	78	107	89	108
COC(=O)[C@H](c1ccccc1)N(C1CCN(C(=O)OC(C)(C)C)CC1)S(=O)(=O)NC(=O)OC(C)(C)C	101	95	105	93	109	92	112	119
COc1ccc(-c2nc3ncccn3c2-c2nnc(-c3ccsc3C)o2)cc1	88	74	72	61	95	91	83	97
O=C1Nc2ccc(F)cc2/C1=C/c1nc(-c2ccc(F)cc2)n2ccccc12	99	93	94	112	98	114	101	120
CCc1c(C(=O)Nc2ccc(CN(C)C)cc2)[nH]c(C)c1C(C)=O	102	88	105	107	100	102	103	101
Nc1ccc(F)c(Cl)c1	97	97	101	121	112	101	94	105
COC(=O)CCCNC(=O)C(=O)c1c(O)c(O)c(C(C)C)c2cc(C)c(-c3c(C)cc4c(C(C)C)c(O)c(O)c(C(=O)C(=O)NCCCC(=O)OC)c4c3O)c(O)c12	17	-5.6*	3.4*	9.7*	18	4.6*	33	7.5*
CC/C(N)=C\C(=O)c1ccccc1	116	98	116	102	116	.	94	112
O=C(O)CCC(=O)Nc1nnc(-c2ccccc2)s1	104	106	109	107	112	93	98	111
COc1ccc2oc(=O)cc(C3C(C#N)=C(N)Oc4cc5ccccc5cc43)c2c1 (configuration not stated)	97	88	111	94	100	95	.	88
NC(N)=N/N=C/c1cc([N+](=O)[O-])ccc1OCC(=O)O	94	71	105	106	107	107	112	117
CCOC(=O)c1nc(Nc2ccc(NC(=O)Nc3ccc(OC)cc3)cc2)c2ccccc2n1	96	87	98	99	106	99	91	131
Cc1ccc(S(=O)(=O)Nc2ccccc2C)cc1	104	85	108	99	98	100	.	88
Cc1cc(=O)oc2cc(OC(=O)C(CCCCN)NC(=O)OCc3ccccc3)ccc12 (configuration not stated)	120	79	98	119	112	98	.	107
Nc1nc2ncc(CNc3ccc(C(=O)N[C@@H](CCc4nn[nH]n4)C(=O)O)cc3)nc2c(=O)[nH]1	98&109	90&90	104&92	101&103	106&100	109&106	101&93	109&111
COc1cc(/C=C/C(=O)/C=C(O)/C=C/c2ccc(OC(=O)c3csc4ccccc34)c(OC)c2)ccc1OC(=O)c1csc2ccccc12	96	80	102	103	106	110	94	107
CC(C)SCC(=O)SC(=O)Nc1cccc(Cl)c1	112	95	111	102	118	108	.	91
COc1ccc(C(C)=O)cc1N1C(=O)C2C(C1=O)C1(c3ccccc3)C(=O)C2(c2ccccc2)C(c2ccc(C)cc2)=C1c1ccc(C)cc1 (configuration not stated)	26	-4.7*	23	13	9.1*	22	6.1*	14
NC(=NC1CCCCC1)c1ccc(OCCSCCOc2ccc(C(N)=NC3CCCCC3)cc2)cc1	41	90	97	90	66	86	114	.
COC(=O)/N=c1\cc(N2CC=CCC2)nc(N)n1O	101[100 µM]	98[100 µM]	111[100 µM]	104[100 µM]	107[100 µM]	93[100 µM]	106[100 µM]	99[100 µM]
Oc1ccc(Nc2nccc(-c3ccc4ccccc4c3)n2)cc1	32	29	43	15	36	40	27	49
O=C1Nc2ccc(Br)cc2C1=Nc1ccc(F)c(Cl)c1	86	65	79	101	86	102	79	117
CCC(C)/C=C(\C)C(O)Cc1cc(O)cc(=O)o1 (configuration not stated)	104	78	101	98	98	91	94	97
O=C1c2ccccc2-c2c1c1c3ccccc3n(CCN3CCCCC3)c1c1c3ccccc3n(CCN3CCCCC3)c21	97	61	69	90	71	107	69	95
Nn1c(N=Nc2c(O)[nH]c3c(Cl)cc(Cl)cc23)n[nH]c1=S	100	85	112	102	103	118	98	129
O=S(=O)(SC(=S)NCCNC(=S)SS(=O)(=O)c1ccc(Cl)cc1)c1ccc(Cl)cc1	84	82	112	111	114	113	123	127
N#CCC(=O)NNS(=O)(=O)c1ccc(Cl)cc1	99	83	101	117	108	99	89	101
